# HSF1 inhib = HSF1 inhibition; NIH3T3-HGL HSE-luciferase, MG132-induced, luminescence 8 h; hits give low values; activity change, negative = inhibition, % at 7.5 µM (by protocol); 300,000 compounds, 0.77% hits; AID 2098;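 active = more than half of replicate wells show activity change below -50%, luminescence cut by over half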;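 also: luciferase reports HSF-1 transcriptional activity via heat shock element; 0% = median of DMSO wells and -100% = zero luminescence signal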
# HSF-1 act = increases HSF-1 driven luciferase reporter signal | 300,000 compounds, 1.7% hits | activation, % at 9 µM | AID 504408 | NIH3T3-HGL HSF-1 luciferase reporter, MG132, 8 h; 100% = twice DMSO control signal;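 active = mean replicate activation of at least 50% with a set share of replicates each reaching 50%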;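 also: 0% = median of the neutral control wells and 100% = twice that signal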
# aSyn UTR inh = 5' untranslated region of α-synuclein, MLPCN primary screen; alpha-synuclein 5'UTR reporter, inhibitor activity; inhibition, % (tested at 7.5 µM); 300,000 compounds, 0.82% hits; AID 1813; in the data active = inhibition above about 60%;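 also: H4 neuroglioblastoma cells stably carrying SNCA 5'UTR luciferase fusion; 0% = DMSO wells and 100% = positive control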
# GSK3B inh = blocks human GSK3beta kinase activity; P49841; GST-GSK3beta kinase, ADP-Glo luminescence, 60 min; hits give low values; activity score (negative = inhibition), % at 10 µM; 300,000 compounds, 0.038% hits;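 active = more than half of replicate wells score below -50%, meaning over 50% inhibition versus plate controls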;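 also: 0% = median DMSO wells and -100% = median GW8510 positive control wells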
# Target sequence (P49841 whole entry, looked up): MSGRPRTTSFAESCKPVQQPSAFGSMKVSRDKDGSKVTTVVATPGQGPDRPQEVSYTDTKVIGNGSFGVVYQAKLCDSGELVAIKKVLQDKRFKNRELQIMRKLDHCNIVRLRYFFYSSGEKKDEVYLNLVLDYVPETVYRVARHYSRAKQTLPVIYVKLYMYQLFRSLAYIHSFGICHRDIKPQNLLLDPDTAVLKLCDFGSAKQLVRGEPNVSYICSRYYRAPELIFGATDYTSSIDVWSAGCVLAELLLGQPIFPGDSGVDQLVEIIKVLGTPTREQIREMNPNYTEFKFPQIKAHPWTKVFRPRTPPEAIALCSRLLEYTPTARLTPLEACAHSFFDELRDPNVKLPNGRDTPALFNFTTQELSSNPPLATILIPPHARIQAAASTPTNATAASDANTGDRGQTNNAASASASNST
#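 Assay system: GST-tagged human GSK3beta kinase, cell-free; Input: 1.6 ng GSK3beta; Medium: Tris/MgCl2 kinase buffer; Timing: 60 min enzyme reaction, room temperature; Signal: ADP-Glo luminescence quantifying ADP generated by kinase; Evaluation: score relative to plate controls; Benchmarks: DMSO neutral wells and GW8510 at 20 µM as positive.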
# Platelet DG rel = modulates dense granule release in human platelets; 300,000 compounds, 0.22% hits; inhibition, %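 (compounds screened at 7.5 µM in platelet-rich plasma)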; human platelet-rich plasma, SFLLRN dense granule ATP release, luminescence;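 active = mean replicate score, as percent of positive control, at or above 50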
# GSK3A inh = inhibitors of human GSK-3 alpha kinase; P49840; ADP-Glo luminescence, 60 min; inhibition, % at 10 µM; 320,000 compounds, 0.1% hits; AID 2650;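 in the data active = inhibition above about 50%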;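 also: GST-tagged GSK-3 alpha with peptide substrate and 25 µM ATP; 0% = DMSO neutral wells and 100% = GW8510 positive control wells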
# Target sequence (P49840 whole entry, looked up): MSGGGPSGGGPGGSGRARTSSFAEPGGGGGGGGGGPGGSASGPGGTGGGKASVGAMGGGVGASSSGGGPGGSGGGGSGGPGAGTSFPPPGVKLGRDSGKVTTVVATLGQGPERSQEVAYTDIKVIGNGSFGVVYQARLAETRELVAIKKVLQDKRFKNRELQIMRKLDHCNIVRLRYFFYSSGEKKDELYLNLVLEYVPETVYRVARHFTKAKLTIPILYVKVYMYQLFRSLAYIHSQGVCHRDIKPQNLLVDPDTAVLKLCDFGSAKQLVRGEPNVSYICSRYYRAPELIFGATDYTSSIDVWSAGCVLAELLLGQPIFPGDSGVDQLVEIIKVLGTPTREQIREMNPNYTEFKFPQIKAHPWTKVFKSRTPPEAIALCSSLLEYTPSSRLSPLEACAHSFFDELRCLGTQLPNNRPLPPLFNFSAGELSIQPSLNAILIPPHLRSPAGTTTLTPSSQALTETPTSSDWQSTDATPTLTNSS
# DYRK1A inh = Dyrk1A (rat) kinase inhibition; ADP-Glo luminescence, NFATc1 peptide; inhibition, % at 12.5 µM; 310,000 compounds, 0.43% hits; in the data active = inhibition above about 50%;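 also: plate controls were vehicle with enzyme for no effect and no enzyme for full effect; many of its hits are not listed in these tables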
# KLF5 inh = inhibitors of KLF5 expression; DLD-1 KLF5 promoter-luciferase reporter, luminescence; inhibition, % at 5 µM; 290,000 compounds, 0.23% hits; AID 1700;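 active = inhibition above a per-plate limit of that plate's mean compound inhibition plus 3 SD, cut at about 60% in these data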;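 also: 0% = DMSO wells and 100% = LY294002 at 200 µM; higher means less KLF5 promoter-driven luciferase light; inactives centre near -14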
# HSP90 inh = blocks HSP90-mediated luciferase refolding in reticulocyte lysate. inhibition, % at 5.6 µM. Rabbit reticulocyte lysate, luciferase refolding luminescence, 3 h. 290,000 compounds, 0.91% hits;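 active = inhibition above the screen-wide mean plus 3 SD, computed separately per campaign, cut at about 16% in these data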;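 also: 0% = DMSO wells and 100% = 60 µM geldanamycin wells; inhibitors lower the luminescence because luciferase stays unfolded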
# IEC-6 tox = IEC-6 cytotoxicity, counter-screen for KLF5 inhibitors. luminescence viability. inhibition, % at 5 µM. 290,000 compounds, 0.78% hits. AID 1825; in the data active = inhibition above about 22%;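 also: 0% = plate median of test compound wells and 100% = cytotoxic reference compound wells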
# The depositor's hits bear a star; nt = not tested or not shown.
# The opening 10 compounds as a preview:
item	SMILES	HSF1 inhib	HSF-1 act	aSyn UTR inh	GSK3B inh	Platelet DG rel
1	CC(C)NS(=O)(=O)c1ccc(OCC(=O)Nc2cccc(F)c2)cc1	-3	-2	11	1	-14
2	Cc1[nH]c2ccccc2c1C(=O)C(=O)NC1CC(=O)N(c2ccc(F)cc2)C1 (stereo not drawn)	-6	-7	4	0	-8
3	NC(=O)COc1c(-c2ccccc2)oc2ccccc2c1=O	-6	-14	27	-1	-5
4	COc1ccc(C(C(=O)NC(C)(C)C)N(C(=O)CNC(=O)c2cccs2)c2ccc(C(C)C)cc2)cc1OC (stereo not drawn)	-5	18	-34	-2	26
5	CC(=O)n1cc([C@H]2C=C(C(=O)NCc3ccccc3)O[C@@H](OCCCCO)C2)c2ccccc21	-4	2	30	0	6
6	Cc1oc(-c2ccc(Cl)cc2)nc1CN1CCC(C(=O)NCc2ccco2)CC1	9	21	-3	1	0
7	CCc1nccn1CCC(=O)NC1CC(C)(C)Cc2c1cnn2-c1ccc(OC)cc1 (stereo not drawn)	-6	-28	18	-2	6
8	CCCS(=O)(=O)N1CCC(C(=O)NC2CCC(C)CC2)CC1 (stereo not drawn)	-6	-2	-64	0	-3
9	Cc1c(-n2cc(C(=O)O)c(=O)c3cc(F)c(N4CCCC(O)C4)c(F)c32)c(=O)n(-c2ccccc2)n1C (stereo not drawn)	1	9	-12	4	0
10	CCOC(=O)[C@@H]1[C@H]2COc3cc(OC)ccc3[C@@H]2N2C(=O)N(c3ccc(C)cc3)C(=O)[C@]12C	3	-14	12	-5	3

item	GSK3A inh	DYRK1A inh	KLF5 inh	HSP90 inh	IEC-6 tox
1	-5	2	-16	0	-4
2	1	6	nt	nt	nt
3	3	-4	-41	1	1
4	-6	nt	14	6	1
5	1	-3	-29	9	1
6	nt	3	15	-2	1
7	0	-4	-22	-2	6
8	-4	4	-12	-2	-4
9	-1	1	-28	0	8
10	-2	5	nt	nt	nt

# The list itself, from the first entry:
item	SMILES	HSF1 inhib	HSF-1 act	aSyn UTR inh	GSK3B inh	Platelet DG rel
1	CC(C)NS(=O)(=O)c1ccc(OCC(=O)Nc2cccc(F)c2)cc1	-3	-2	11	1	-14
2	Cc1[nH]c2ccccc2c1C(=O)C(=O)NC1CC(=O)N(c2ccc(F)cc2)C1 (stereo not drawn)	-6	-7	4	0	-8
3	NC(=O)COc1c(-c2ccccc2)oc2ccccc2c1=O	-6	-14	27	-1	-5
4	COc1ccc(C(C(=O)NC(C)(C)C)N(C(=O)CNC(=O)c2cccs2)c2ccc(C(C)C)cc2)cc1OC (stereo not drawn)	-5	18	-34	-2	26
5	CC(=O)n1cc([C@H]2C=C(C(=O)NCc3ccccc3)O[C@@H](OCCCCO)C2)c2ccccc21	-4	2	30	0	6
6	Cc1oc(-c2ccc(Cl)cc2)nc1CN1CCC(C(=O)NCc2ccco2)CC1	9	21	-3	1	0
7	CCc1nccn1CCC(=O)NC1CC(C)(C)Cc2c1cnn2-c1ccc(OC)cc1 (stereo not drawn)	-6	-28	18	-2	6
8	CCCS(=O)(=O)N1CCC(C(=O)NC2CCC(C)CC2)CC1 (stereo not drawn)	-6	-2	-64	0	-3
9	Cc1c(-n2cc(C(=O)O)c(=O)c3cc(F)c(N4CCCC(O)C4)c(F)c32)c(=O)n(-c2ccccc2)n1C (stereo not drawn)	1	9	-12	4	0
10	CCOC(=O)[C@@H]1[C@H]2COc3cc(OC)ccc3[C@@H]2N2C(=O)N(c3ccc(C)cc3)C(=O)[C@]12C	3	-14	12	-5	3

item	GSK3A inh	DYRK1A inh	KLF5 inh	HSP90 inh	IEC-6 tox
1	-5	2	-16	0	-4
2	1	6	nt	nt	nt
3	3	-4	-41	1	1
4	-6	nt	14	6	1
5	1	-3	-29	9	1
6	nt	3	15	-2	1
7	0	-4	-22	-2	6
8	-4	4	-12	-2	-4
9	-1	1	-28	0	8
10	-2	5	nt	nt	nt

# (continued)
item	SMILES	HSF1 inhib	HSF-1 act	aSyn UTR inh	GSK3B inh	Platelet DG rel
11	CC1(C)CC(=O)C(C=Nc2ccncc2)=C(O)C1	-7	0	9	1	-3
12	CN(C)CCCNC(=O)C(=O)Nc1cc2c3c(c1)CCC(=O)N3CCC2	-8	-15	13	1	-16
13	COc1cccc(C(=O)Nc2nnc(-c3ccc(F)cc3)o2)c1	-4	-2	-8	1	12
14	CCOC(=O)c1sc(N2N=C(C)C(N=Nc3cccc(C)c3)C2=O)nc1C (stereo not drawn)	-23	-26	4	-1	1
15	COc1ccc(CNC(=O)C2CCN(S(=O)(=O)c3ccc4c(c3)CC(C)N4C(C)=O)CC2)cc1 (stereo not drawn)	-11	-18	18	1	1
16	CCCc1cc(=O)[nH]c(SCC(=O)c2[nH]c(C)c(C(=O)OCC)c2C)n1	2	1	2	1	-10
17	CC(C)(C)C1CCc2c(sc(NC(=O)C3CC=CCC3C(=O)O)c2C#N)C1 (stereo not drawn)	1	5	-21	7	1
18	COC(=O)C1=C(C)N=C2SC(C)C(=O)N2C1c1cccs1 (stereo not drawn)	12	23	2	0	nt
19	COC(=O)C1=C(C)NC(=O)C1(Nc1ccc(Cl)cn1)C(F)(F)F (stereo not drawn)	-3	2	14	-11	10
20	COc1ccc(CN(C)Cc2nc(Cc3ccccc3Cl)no2)cc1OC	5	1	23	0	-6

item	GSK3A inh	DYRK1A inh	KLF5 inh	HSP90 inh	IEC-6 tox
11	-3	-5	-20	-4	-2
12	-9	1	-8	2	4
13	-2	2	nt	nt	nt
14	0	3	7	1	-1
15	-1	4	-6	-7	-4
16	nt	0	-3	-1	1
17	-8	-7	-25	-4	4
18	-3	7	-10	1	-1
19	0	0	-15	-2	2
20	-2	23	13	2	0

# Carrying on.
item	SMILES	HSF1 inhib	HSF-1 act	aSyn UTR inh	GSK3B inh	Platelet DG rel
21	COc1cc(OC)cc(C(=O)NCCCCc2ccccc2)c1	-10	-2	8	-4	1
22	COc1ccc(C(C(=O)NCc2ccc(F)cc2)N(C(=O)c2csnn2)C2CC2)cc1 (stereo not drawn)	9	2	25	-4	7
23	CCN(CCCNC(=O)c1c(C)cc(=O)oc1C)c1ccccc1	-4	-7	14	nt	-4
24	CCN(CC(=O)NCc1cccs1)C(=O)c1ccc(OC)c(S(=O)(=O)N2CCOCC2)c1	-2	-6	12	2	-15
25	COC(=O)c1sccc1NC(=S)Nc1cc(OC)ccc1OC	11	8	11	-2	-4
26	CC(=O)c1cc2c(cc1NC(=O)c1cnc(C)cn1)OCO2	-12	-3	-37	0	3
27	C=CCOc1ccc(/C=C/C(=O)OCC(=O)NCC2CCCO2)cc1 (stereo not drawn)	-4	-22	-21	3	2
28	Cc1ccc(NC(=O)c2nc[nH]c2C(=O)N2CCCCC2)c(C(=O)c2ccccc2)c1	1	13	28	-1	6
29	CCNc1nc(NC(C)C)nc(N(C#N)CCOc2ccc(Cl)cc2Cl)n1	16	28	15	-2	-5
30	CCC1(CC)Nc2ccccc2C(=O)N1c1ccc(OC)cc1	34	28	-56	-1	2

item	GSK3A inh	DYRK1A inh	KLF5 inh	HSP90 inh	IEC-6 tox
21	1	-2	nt	nt	nt
22	-2	-4	-16	-1	0
23	-2	0	-14	4	4
24	-3	3	nt	nt	nt
25	1	-2	-18	-1	-4
26	2	-1	-22	-2	1
27	-8	-9	nt	nt	nt
28	nt	8	-28	1	5
29	0	-3	-10	3	1
30	-1	2	-82	11	1

# Later entries.
item	SMILES	HSF1 inhib	HSF-1 act	aSyn UTR inh	GSK3B inh	Platelet DG rel
31	COc1cc(NC(=S)N2CCCC2)cc(OC)c1	nt	nt	nt	-1	nt
32	CCOCCN1CCN(c2c(CC)c(C)nc3cc(-c4cc(OC)cc(OC)c4)nn23)CC1	-4	-7	2	-1	2
33	CCOc1ccc(OCCC(=O)OCC(=O)NC2CCCCC2)cc1	3	-11	-13	-2	0
34	COc1cc(-c2noc(CCC(=O)Nc3cccnc3)n2)cc(OC)c1OC	4	19	16	1	5
35	S=C(N/N=C/c1cccs1)NC1CC2CCC1C2 (stereo not drawn)	30	64*	-58	2	4
36	CCCNC(=O)c1onc(CSc2ccc(Cl)cc2)c1C(=O)NCC1CC1	18	36	12	-1	4
37	O=C1c2ccccc2C(=O)N1CC#CCN1CCN(C(c2ccccc2)c2ccccc2)CC1	6	16	-27	2	11
38	COc1cc2c(cc1OC)C(c1ccc(-c3cc(Cl)ccc3Cl)o1)=NCC2	6	10	20	0	2
39	O=S(=O)(c1cccs1)n1cccn1	1	11	8	2	3
40	O=C(Nc1c(F)cccc1F)C(c1ccccc1)c1ccccc1	6	17	-13	0	8

item	GSK3A inh	DYRK1A inh	KLF5 inh	HSP90 inh	IEC-6 tox
31	nt	-6	-40	17*	1
32	-3	1	6	1	0
33	-1	-2	-27	-3	0
34	-2	0	-8	3	11
35	-3	nt	-37	-3	-3
36	-6	-6	nt	nt	nt
37	0	1	-13	1	5
38	2	7	-27	1	5
39	-2	-6	-3	1	-1
40	-2	nt	nt	nt	nt

# Following part:
item	SMILES	HSF1 inhib	HSF-1 act	aSyn UTR inh	GSK3B inh	Platelet DG rel
41	O=C(CNc1ccc(F)cc1)N/N=C/C1CC=CCC1 (stereo not drawn)	4	12	15	-2	-2
42	N#CC1(NC(=O)CSc2nc3ncc(Cl)cc3[nH]2)CCCCC1	-1	2	17	-1	-6
43	O=C(CNC(=O)[C@@H]1Cc2ccccc2CN1)Nc1ccc2c(c1)OCCO2	-52*	-52	-20	1	8
44	Cc1cc(C(=O)N/N=C/c2ccc(Cl)c([N+](=O)[O-])c2)c(C)n1-c1ccc(F)cc1	1	24	-29	-2	2
45	COc1cccc(NC(=O)c2ccccc2Oc2ccccc2)c1	0	1	19	-5	-2
46	Clc1ccc(OCCSc2ncccn2)cc1	24	16	-160	10	1
47	CCCn1c(C)cc(/C=C(\C#N)C(=O)OCC(=O)N(C)c2c(N)n(Cc3ccccc3)c(=O)[nH]c2=O)c1C	-5	-4	-1	2	29
48	COc1cc(CN2CCNC(=O)C2CC(=O)NC2CCCC2)cc(OC)c1 (stereo not drawn)	-6	5	21	1	0
49	CN(CCOC(=O)C1c2ccccc2Oc2ccccc21)C(C)(C)C	-1	-12	27	2	3
50	CN(C)c1ccc(/C=C/C(=O)c2ccc(C(C)(C)C)cc2)cc1[N+](=O)[O-]	2	6	-46	-3	-5
51	CCNC(=O)COc1cc(C)c(Cl)c(C)c1	5	4	-10	-2	-2
52	CC1CCc2cc(F)ccc2N1C(=O)CCC(=O)O (stereo not drawn)	-3	-8	-13	6	-10

item	GSK3A inh	DYRK1A inh	KLF5 inh	HSP90 inh	IEC-6 tox
41	-2	6	-22	0	1
42	-1	0	nt	nt	nt
43	-1	3	-5	2	3
44	-2	1	-10	2	-6
45	-1	-4	-23	-2	-3
46	4	6	-164	-2	0
47	-2	6	nt	nt	nt
48	-3	6	-19	-2	2
49	-5	5	5	4	-2
50	-3	-3	-19	2	-2
51	-4	3	-32	-1	6
52	2	13	-23	0	4

# The list is partial; the hit share may differ from the screen's.
